# High-throughput results (PubChem BioAssay)
# SIRT5 block: SIRT5 desuccinylase inhibitors, primary screen, biochemical, fluorescence imaging, single point, set 5. NAD-dependent protein deacylase sirtuin-5, mitochondrial (Homo sapiens), Q9NXA8. Purified SirT5, succinyl-peptide AMC, trypsin-coupled fluorescence. inhibition, % at 15 µM. 1.1% of 330,000 active. AID 652115, 2013; in the data active = inhibition above about 15%; inconclusive = no clear call, values can overlap the other calls
# Target sequence (Q9NXA8 whole entry, looked up): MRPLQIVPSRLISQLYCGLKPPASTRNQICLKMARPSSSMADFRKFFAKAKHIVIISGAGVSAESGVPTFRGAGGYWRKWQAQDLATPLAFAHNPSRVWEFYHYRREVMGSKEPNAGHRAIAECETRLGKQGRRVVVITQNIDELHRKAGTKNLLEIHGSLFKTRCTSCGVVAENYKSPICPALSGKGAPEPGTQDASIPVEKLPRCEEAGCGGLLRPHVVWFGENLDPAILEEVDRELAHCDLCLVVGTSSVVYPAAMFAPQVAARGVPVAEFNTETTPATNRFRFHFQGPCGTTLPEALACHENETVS
# ERp5 inh: inhibitors of ERp5-driven insulin aggregation, primary screen, biochemical, turbidity, absorbance 650 nm, single point; Protein disulfide-isomerase A6 (Homo sapiens), Q15084; 90 min; inhibition, % at 9.99 µM; 0.05% of 350,000 active;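 active = mean replicate inhibition above about 25%, with every replicate also reaching it, limit read from the data, passing the limit was not always enough; inconclusive = only one of those two criteria met; inactive = neither criterion met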
# Target sequence (Q15084 whole entry, looked up): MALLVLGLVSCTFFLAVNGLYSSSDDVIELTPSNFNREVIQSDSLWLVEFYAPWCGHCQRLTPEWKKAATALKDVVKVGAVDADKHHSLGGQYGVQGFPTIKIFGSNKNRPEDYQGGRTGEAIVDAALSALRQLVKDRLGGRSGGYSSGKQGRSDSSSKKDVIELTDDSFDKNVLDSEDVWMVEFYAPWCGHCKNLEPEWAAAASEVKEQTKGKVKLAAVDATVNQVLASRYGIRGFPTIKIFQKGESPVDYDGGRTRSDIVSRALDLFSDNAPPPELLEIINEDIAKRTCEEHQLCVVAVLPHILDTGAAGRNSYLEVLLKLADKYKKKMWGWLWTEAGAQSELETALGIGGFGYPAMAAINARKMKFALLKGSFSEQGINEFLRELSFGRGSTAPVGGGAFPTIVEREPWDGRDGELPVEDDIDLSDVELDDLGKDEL
# C2C12 statin: suppressors of statin myotoxicity in C2C12 myotubes, primary screen, cell-based, single point, plate reader; C2C12 myotubes + simvastatin, ATP luminescence, 48 h; scaled: DMSO 0, geranylgeraniol control 100; rescue of ATP level, % at 7.49 µM; 0.78% of 330,000 active;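 active = mean ATP rescue above about 67%, or every replicate alone reaching that limit, limit read from the data, passing the limit was not always enough; inconclusive = no clear call, values can overlap the other calls; inactive = mean under the limit and some replicate under it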;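 also: myotubes were challenged with 10 µM simvastatin during compound exposure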
# esBAF inh: Bmi1 luciferase reporter increase in mESCs, primary screen, esBAF inhibitor project, mouse ES cells, Bmi1 luciferase knock-in, single point; 24 h; 100% = twice the neutral-well signal; reporter increase, % at 12.5 µM; 2% of 350,000 active; AID 602393, 2012; in the data active = activation above about 40%; inconclusive = no clear call, values can overlap the other calls;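 also: 0% = median of the plate's neutral control wells and 100% = double that signal; a rise in the Bmi1 reporter signal indicates esBAF inhibition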
# miR-122 sensor: miR-122 Renilla sensor signal increase in Huh7, primary screen, miR-122 inhibitor project, cell-based, single point, plate reader; Huh7 miR-122 Renilla luciferase sensor, 48 h; neutral wells = 0, positive control = 100; activation (reporter increase), % at 12.5 µM; 0.3% of 340,000 active; AID 602342, 2012;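 active = mean replicate activation score at least 90 and every replicate individually at or above 90; inconclusive = only one of the two criteria met; inactive = neither criterion met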;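 also: higher luciferase means less miR-122 activity so hits act as miR-122 inhibitors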
# ARNT TACC3 PPI: disruptors of ARNT/TACC3 protein interaction, primary screen, biochemical, AlphaScreen, single concentration. Transforming acidic coiled-coil-containing protein 3 (Homo sapiens), Q9Y6A5. AlphaScreen His-ARNT PAS-B/GST-TACC3 binding, luminescence; TACC3 fragment carries E629A point mutation. inhibition, % at 9.99 µM. 0.66% of 390,000 active;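 active = mean inhibition of replicates at least 50% and at least half of replicates each reaching 50%; inconclusive = half or more replicates reach 50% but mean below 50%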;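 also: 0% = complete ARNT plus TACC3 wells and 100% = ARNT alone without TACC3; many hits fall short of the cut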
# Cneo AK release: Cryptococcus neoformans cell lysis inducers, primary screen, AK release luminescence, single concentration; C. neoformans lysis, adenylate kinase release luminescence, 4 h; normalised: neutral wells 0, clomiphene wells 100; lysis activity, % at 15 µM; 0.2% of 360,000 active; AID 651654, 2012;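 active = mean lysis activity across replicates of at least 80%, whatever share of replicates individually reach that level; inactive = mean lysis activity below 80%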
#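 Test system: log-phase Cryptococcus neoformans yeast cells. Input: 5 × 10^6 yeast cells/mL. Medium: fresh YPD growth medium. Doses: single dose. Incubation: static 4 h at 37 °C with compound, 1 h detection. Measured by: luminescent adenylate kinase detection reagent. Read-out: signal increase indicating cell lysis. Benchmarks: Clomiphene.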
# Active calls of the source: *; ? = inconclusive; · = no result given; [ ] = another dose, or the depositor's remark. Compounds were not picked by outcome (roughly 4% active in at least one column).
SMILES,SIRT5 block,ERp5 inh,C2C12 statin,esBAF inh,miR-122 sensor,ARNT TACC3 PPI,Cneo AK release
COc1ccc(C(C#N)N2N=C(C)CC2c2ccccc2)cc1 (stereo unspecified),-1,-1,4,0,1,-6,1
CCOc1ccc2nc(SC3CC(=O)N(c4ccccc4)C3=O)sc2c1 (stereo unspecified),·,·,·,·,-5,-1,-1
C[C@H](O)C#Cc1ccc2c(c1)O[C@H](CN(C)Cc1cncnc1)[C@@H](C)CN([C@@H](C)CO)S2(=O)=O,-20,-1,-13,3,-1[16.7 µM],-7,0
CCN(c1ccccc1)S(=O)(=O)c1cc(OC)ccc1OC,·,·,22,4,-3,0,0
c1ccc(-c2oc3ncnc(NCCCn4ccnc4)c3c2-c2ccccc2)cc1,·,-1,-41,-7,-3,16,1
FC(F)(F)c1cccc(CN2CCC(c3cc(-c4cccs4)n[nH]3)CC2)c1,-1,0,·,·,·,-3,·
CC(=O)N(C)C[C@@H]1Oc2cc(-c3cccc(F)c3)ccc2S(=O)(=O)N([C@@H](C)CO)C[C@H]1C,0,-6,17,-4,-1[16.7 µM],-3,2
Cc1ccccc1N1CCN(C(=O)C2CCC(=O)N(C3CCCC3)C2)CC1 (stereo unspecified),-1,-4,3,-8,-8,-1,-6
CCOc1ccc(N(CC(=O)NC2CCCCC2)S(=O)(=O)c2c(C)noc2C)cc1,·,-1,-12,5,·,1,1
COc1ccc(CN(C)C[C@H]2OCCCC[C@@H](C)Oc3ccc(NS(=O)(=O)c4ccc(OC)cc4)cc3C(=O)N([C@@H](C)CO)C[C@@H]2C)cc1,·,·,·,7,3[16.7 µM],5,-3
O=C(C[n+]1ccccc1)N/N=C/c1c(F)cccc1Cl,-4,4,1,-6,-4,-11,2
CC1CCCCN1S(=O)(=O)c1ccc(S(=O)(=O)N2CCN(C)CC2)cc1 (stereo unspecified),1,6,10,-3,-1,-1,-6
NNC(=O)CCn1c2ccccc2c2ccccc21,-2,5,·,·,·,8,·
Cc1nn(C)c(NC(=O)c2ccccc2Cl)c1Cl,-1,3,5,-1,-1,-8,-1
C[C@H](CO)N1C[C@H](C)[C@H](CN(C)Cc2ccncc2)Oc2c(NC(=O)Nc3cccc4ccccc34)cccc2C1=O,6,0,4,2,0[16.7 µM],12,41
Cc1nccn1CCCNC(=O)C1CCC(=O)N(Cc2ccccc2F)C1 (stereo unspecified),-4,3,1,0,3,12,6
CCC(SC1=N/C(=C/c2ccccc2)C(=O)N1c1ccccc1)C(=O)Nc1cc(C)on1 (stereo unspecified),-3,2,-5,7,341*,-1,0
CN(C)C(=O)C[C@@H]1CC[C@H]2[C@@H](COC[C@H](O)CN2C(=O)c2ccncc2)O1,3,-4,-12,2,-1[16.7 µM],-10,-3
COC(=O)c1cccc(NC(=O)/C(=C\c2ccccc2)NC(=O)c2ccccc2Cl)c1,·,·,5,8,1,-9,5
CCc1ccc2c(c1)c(N=NC1=NC(=O)CS1)c(O)n2CC,·,·,2,2,-4,-3,-1
COc1ccc(CCNC(=O)COc2ccc(N(C)S(=O)(=O)c3ccc(C)cc3)cc2)cc1OC,-1,-1,2,0,9,2,·
CCc1cc(=O)oc2cc(C)cc(OC(C)C(=O)NC(Cc3c[nH]c4ccc(O)cc34)C(=O)O)c12 (stereo unspecified),0,-4,-1,-3,-6,-18,6
COc1cc2c(C)nc3onc(-c4ccccc4)c3c2cc1OC,·,·,-41,-18,20,5,1
CCN(CC)c1ccc(NC(=O)Nc2cccc(C(C)=O)c2)cc1,·,·,-2,4,9,15,12
O=C(COC(=O)c1ccc(Cl)nc1)NC1CCCc2ccccc21 (stereo unspecified),-2,-2,0,-2,-6,-6,0
O=C(NC1CCCC1)C(c1ccsc1)N(Cc1ccco1)C(=O)Cc1cccs1 (stereo unspecified),·,·,118*,-1,47,-1,-2
COc1ccc(C2CC(C(F)(F)F)n3nc(C(=O)O)c(Br)c3N2)cc1 (stereo unspecified),·,·,18,-7,0,-2,1
O=C(COC(=O)/C=C/C(=O)N1CCN(c2ccccc2)CC1)NCc1ccc(F)cc1,-4,-4,10,4,-6,3,-2
Cc1ccc(-c2cnc3c(c2)C(=O)N([C@H](C)CO)C[C@H](C)[C@H](CN(C)C(=O)c2ccccc2)O3)cc1,-2,-4,11,-2,8[16.7 µM],4,2
CCCCCn1c(CN(C)Cc2ccccc2)nc2c1c(=O)n(C)c(=O)n2C,·,·,-1,-24,1,3,-2
COc1ccc(S(=O)(=O)N(C)C[C@H]2Oc3ccc(NC(=O)CCC(F)(F)F)cc3C(=O)N([C@@H](C)CO)C[C@@H]2C)cc1,-1,-4,7,1,-4[16.7 µM],-1,1
Cc1cc(C)nc(NC(=O)c2cccc([N+](=O)[O-])c2)c1,-3,-3,·,·,·,1,·
O=C(CSCCc1ccccn1)Nc1cccnc1,·,·,·,·,-5,12,1
COc1ccc(NC(=O)C2CCCN(S(=O)(=O)c3c(C)[nH]c(=O)[nH]c3=O)C2)cc1Cl (stereo unspecified),-2,-18,·,·,-1,-13,·
Fc1ccccc1OCCn1c(=S)[nH]c2ccccc21,-2,-3,-18,-10,·,10,8
N/C(=N\O)c1ccccc1-n1cccc1,-4,-3,·,·,-2,0,·
CN1CCN(C(=O)C[C@@H]2CC[C@@H]3[C@@H](COc4ccc(NC(=O)c5cscn5)cc4C(=O)N3C)O2)CC1,0,2,17,0,0[16.7 µM],3,-1
O=C(Nc1nc2ccccc2[nH]1)c1ccc(S(=O)(=O)N2CCOCC2)cc1,-2,0,-19,26,5,1,·
CC1CCCC(NC(=O)COC(=O)COc2ccc(Cl)cc2)C1C (stereo unspecified),·,·,-8,-6,4,-64,-1
CCCNC(=O)C[C@@H]1CC[C@H]2[C@@H](COc3ccc(NC(=O)c4cccs4)cc3C(=O)N2C)O1,-2,0,-2,-4,-17[16.7 µM],5,-1
Nc1ccccc1C(=O)NCc1ccco1,·,3,5,3,-3,-2,-3
Cc1ccccc1S(=O)(=O)N1CCCCN2[C@@H](CO)[C@H](c3ccc(-c4cccc(F)c4)cc3)[C@@H]2C1,18*,8,-27,-2,14[16.7 µM],12,4
O=S1(=O)CCN(CCCc2ccccc2)CC1,·,0,-3,-1,-7,·,3
O=C(CN1C(=O)COc2ccc(S(=O)(=O)N3CCCCC3)cc21)NCc1ccc(Cl)cc1,3,-3,22,-7,1,5,-4
C[C@@H]1CN([C@H](C)CO)C(=O)c2cccc(NC(=O)c3nc4ccccc4s3)c2O[C@H]1CN(C)S(=O)(=O)c1ccc(Cl)cc1,-2,1,30,1,11[16.7 µM],0,-5
Cn1c(NCCc2ccncc2)nc2cc(-c3ccsc3)sc2c1=O,-1,1,-5,10,2,·,-1
C[C@H](CO)N1C[C@H](C)[C@H](CN(C)C)Oc2ccc(NS(=O)(=O)c3ccc(F)cc3)cc2C1=O,-1,-7,-19,0,-2[16.7 µM],-9,-1
COc1cc(NC(=O)CN2CCN(CC(=O)Nc3ccccc3OC)CC2)cc(OC)c1,-6,0,-10,2,-7,-1,-3
Cc1ccc(-c2nc3ccccc3c(=O)n2CCCN2CCOCC2)cc1,·,·,·,14,-10,-3,·
CN(C)C(=O)[C@@H]1[C@@H](CO)[C@@H]2Cn3c(ccc(C4=CCCC4)c3=O)[C@H]1N2C(=O)Nc1ccccc1,-13,-1,-6,-2,·,11,1

# (further entries)
SMILES,SIRT5 block,ERp5 inh,C2C12 statin,esBAF inh,miR-122 sensor,ARNT TACC3 PPI,Cneo AK release
Cn1c(=O)n(CCc2ccccc2)c(=O)c2c1nc1n2CCCN1Cc1ccccc1,·,·,-7,-4,1,11,-6
Nc1ncnc2c1ncn2[C@H]1CC[C@@H](CO)O1,·,2,5,7,-5,·,-2
Cc1n[nH]c(C)c1CCCCOc1ccccc1F,-1,0,5,4,2,-3,1
O=C(NNC(=O)c1csc(N2CCOCC2)n1)c1ccc(Cl)nc1,2,-7,-4,-2,-1,-6,-1
CCCCOC(=O)c1[nH]c2c(c1C)C(=O)CC(c1cc(OC)c(OC)c(OC)c1)C2 (stereo unspecified),0,-1,-19,-42,-14,-4,-1
CCOC(=O)c1ccc(OC)c(OC)c1Cl,0,4,-4,-2,·,-3,·
CC1CCN(C(=O)Cn2cnc3c(cnn3C(C)(C)C)c2=O)CC1,-3,10,·,·,2,-5,·
O=S(=O)(c1ccc(F)cc1)N1CCCCN2[C@H](CO)[C@H](c3ccc(-c4cncnc4)cc3)[C@@H]2C1,1,3,1,-2,0[16.7 µM],2,3
Cc1ccc(S(=O)(=O)N(C)C[C@@H]2Oc3ccc(NS(=O)(=O)c4ccc(F)cc4)cc3C(=O)N([C@@H](C)CO)C[C@H]2C)cc1,·,·,27,1,-2[16.7 µM],4,-3
COc1ccc(S(=O)(=O)N2CCCCC2)cc1NC(=O)C1COc2ccccc2O1 (stereo unspecified),2,9,10,-1,1,-2,1

# miR-122 sensor, what is marked active above.
smiles	SIRT5 block	ERp5 inh	esBAF inh	miR-122 sensor	ARNT TACC3 PPI
CCC(SC1=N/C(=C/c2ccccc2)C(=O)N1c1ccccc1)C(=O)Nc1cc(C)on1 (stereo unspecified)	-3	2	7	341*	-1

# New compounds follow
SMILES,SIRT5 block,ERp5 inh,C2C12 statin,esBAF inh,miR-122 sensor,ARNT TACC3 PPI,Cneo AK release
C#CCOCCOCCOCCNc1nc(N2CCN(C(=O)[C@H](CCCCN)n3cc([C@@H](N)C(C)CC)nn3)CC2)nc(N2CCN(C(=O)[C@H](Cc3ccc(O)cc3)n3cc([C@@H](N)CC(C)C)nn3)CC2)n1 (stereo partly specified),-2,-4,-3,-16,-4,30*,2
COc1ccc(CN2CCN(C(=O)CC(C)C)CC2)c(OC)c1OC,·,·,4,1,1,-13,-1
CCn1c(SCc2nc(-c3ccccc3)no2)nc2ccccc21,·,-13,11,-3,7,-7,-3
Cc1cccc(C(=O)C2CCN(S(=O)(=O)c3cccc(C(=O)O)c3)CC2)c1,15,7,-1,-3,-1,-2,1
CCOC(=O)C1CCN(S(=O)(=O)c2ccc3c(c2)NC(=O)C(C)S3)CC1 (stereo unspecified),-2,5,-6,10,-2,2,-3
O=C(NCc1ccccn1)[C@@H]1[C@@H](CO)[C@@H]2Cn3c(cccc3=O)[C@@H]2N1CCc1ccccc1,16*,0,-4,-5,·,22,33
CC(C)N1C(=O)C(Cc2nc3ccccc3c(=O)n2-c2ccccc2)c2ccccc21 (stereo unspecified),1,-6,37,-1,0,6,0
CC(=O)Nc1nnc(S(=O)(=O)N2CCN(c3ccc([N+](=O)[O-])cc3Cl)CC2)s1,1,-2,0,3,2,-6,0
CC(=O)N1c2ccc(S(=O)(=O)NCC3CCC(C(=O)NCc4ccc(C)cc4)CC3)cc2CC1C (stereo unspecified),-8,1,8,-8,·,3,13
CCN(CC(=O)Nc1ccc2c(c1)CCC2)Cc1nc2ccccc2c(=O)[nH]1,·,·,-3,25,2,6,6
C/C=C/Cn1c(SCc2ccc(Cl)cc2)nc2c1c(=O)[nH]c(=O)n2C,·,·,?,1,-2,-3,1
Cc1noc(C)c1NC(=O)Nc1cccc2c1O[C@H](CN(C)C)[C@H](C)CN([C@H](C)CO)C2=O,-3,6,3,4,1[16.7 µM],-4,1
